High-throughput results (PubChem)
LDHA block: LDHA (human) enzyme inhibition; P00338; activity change, % (values are at about 110 or 230 µM); 480,000 compounds, 0.15% hits; purified LDHA, NADH/diaphorase-resazurin fluorescence; stronger effect = lower value; in the data active = activity change below about -30%;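 note: plate controls were DMSO wells for no effect and wells without enzyme for full effect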
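LDH5 2 nM; NADH 0.06 mM, pyruvate 0.2 mM; 200 mM Tris pH 7.4, EDTA, Tween-20; 5 min RT. Detection: diaphorase 0.133 mg/mL + resazurin 37 µM, fluorescence ex540/em590 at 0 and 20 min; normalized to enzyme-free and DMSO wells.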
Active calls of the source: *; & = joins results of further samples. A portion of the library, so the mix of outcomes need not match the whole.

Preview, four compounds:
SMILES	LDHA block
COc1ccccc1C(=O)Nc1cnc2sc3c(n2c1=O)CCC(C(C)(C)C)C3 (stereo not drawn)	6
O=C(COC(=O)c1ccc(S(=O)(=O)NCc2ccco2)cc1)c1ccc(F)cc1	-1
CN1CCN(c2ccc(NC(=O)CN(Cc3ccccc3)S(=O)(=O)c3ccccc3)cc2)CC1	-1
CCCCNC(=O)c1cc2cc(OCC)ccc2n1C	0

This part in full (from the top)
SMILES	LDHA block
COc1ccccc1C(=O)Nc1cnc2sc3c(n2c1=O)CCC(C(C)(C)C)C3 (stereo not drawn)	6
O=C(COC(=O)c1ccc(S(=O)(=O)NCc2ccco2)cc1)c1ccc(F)cc1	-1
CN1CCN(c2ccc(NC(=O)CN(Cc3ccccc3)S(=O)(=O)c3ccccc3)cc2)CC1	-1
CCCCNC(=O)c1cc2cc(OCC)ccc2n1C	0
Cc1ccc(Cc2c(-c3ccccc3)nc3c4ccccc4ccn23)cc1	4
Cc1[nH]c(C=O)c(C)c1C	10
CCCCCn1nc(C(=O)NCC(=O)Nc2ccc(Br)cc2C)c2ccccc2c1=O	-7
CCOC(=O)c1cnc(Nc2ccccc2F)c2ccccc12	1
COCCn1c(-n2nc(C)cc2C)nc2c1c(=O)n(C)c(=O)n2C	0
Cc1ccc(CSCC(=O)O)cc1	-5
O=C(NCC1(N2CCCCC2)CCCCC1)c1ccc(NC(=O)c2cccs2)cc1	5
CCN(CC)C(CNS(=O)(=O)c1cccs1)c1ccsc1 (stereo not drawn)	-5
CCc1nc2cc(NC(=O)Cn3c(C)nc4ccccc4c3=O)ccc2o1	4
COc1ccc(CN(Cc2ccccc2)C(=O)c2ccc(O)cc2)cc1COc1ccc(NC(C)=O)cc1	-4
CC(=O)NCc1ccc(-c2csc(-c3ccccc3)n2)o1	-2
CCc1ccc(NC(=O)N2CCC(CN3CCc4ccccc4C3)CC2)cc1	0
CC(C)NC(=O)c1ccc2c(c1)nc1n2CCN(CCc2ccccc2)C1	4
Cc1ccc(CN2CCC(CNC(=O)c3c(C)oc4ncnc(N5CCOCC5)c34)C2)cc1 (stereo not drawn)	4
N#CC1(C#N)[C@H](C(N)=O)[C@H]1c1ccccc1	3
O=C(NCCC1=CCCCC1)c1ccncc1	6
CCC(C)NC(=O)C12CC3CC(CC(Cl)(C3)C1)C2 (stereo not drawn)	-1
COc1cc(CC(=O)NC2CCC(C)CC2)cc(OC)c1OC (stereo not drawn)	12
CCOc1ccc(CCN2C(=O)C(=O)N([C@@H](Cc3ccc(O)cc3)CN3CCC[C@H]3CN3C(=O)C(=O)NC[C@@H]3Cc3ccc(O)cc3)C[C@@H]2Cc2ccc(O)cc2)cc1	-5
CC(C)(C)SCC(=O)NCC1CCN(c2ccccc2)C1 (stereo not drawn)	18
NC(=O)c1cn(CC(=O)NCCc2ccccc2F)c2ccccc12	-4
CCCn1c(N)c(-c2csc(Nc3ccc(F)cc3)n2)c(=O)n(C)c1=O	3
CCN(CCO)CC1CCCC2CCCCC21 (stereo not drawn)	-4
CCOc1ccc(C(=O)Nc2ccc(-c3nn[nH]n3)cc2)cc1[N+](=O)[O-]	-16
CCc1c(C)nc(SCc2nc(-c3cccc(C)c3)oc2C)[nH]c1=O	-1
COc1cc(NC(=O)C(=O)NC(C)C)ccc1N1CCCCS1(=O)=O	-11
O=C(Cc1ccc2ccccc2c1)Nc1cccc2cccnc12	-21
Cn1c(-c2ccc(Cl)cc2Cl)cc2ccccc21	-4
CC(Sc1nnc(N2CCCCC2)n1-c1ccccc1)c1nc(-c2ccco2)no1 (stereo not drawn)	-17
O=c1oc2cc(O)ccc2cc1-c1nnc(Nc2cccc(Cl)c2)s1	0
CCCC1CCC(=NNC(=S)NCc2ccccc2)CC1 (stereo not drawn)	2
C/C(=N\NC(N)=S)c1ccc([N+](=O)[O-])cc1	14
CCOc1ccccc1NC(=O)Nc1ccc2nc(NC(C)=O)sc2c1	-6
Cc1nc2ccccc2c(C(=O)O)c1C	-2
CCc1ccc(C(=O)NCc2cccc(C)c2)cc1	0
Cc1cccc(-c2nc(C#N)c(N3CCN(c4ccccc4)CC3)o2)c1	-12
O=C(Nc1ccccc1Cl)C12CC3CC(CC(C3)C1)C2	-1
COc1ccc(OC)c(NC(=O)CSCc2cc(=O)n3cc(C)ccc3n2)c1	-4
CCn1ccc(C(=O)Nn2c(C)nc3sc4c(c3c2=O)CCC(C)C4)n1 (stereo not drawn)	4
Cc1n[nH]c(C)c1C(C)N (stereo not drawn)	-1
Cc1cccc(NC(=O)CC(C)c2ccccc2)c1 (stereo not drawn)	-3
Cc1ccc(Cn2c(N3CCC(C(=O)N4CCC(C(N)=O)CC4)CC3)nc3ccccc32)cc1	-6
CCOC(=O)/C=c1/s/c(=C/c2cccc(Cl)c2)c(=O)n1Cc1ccc(C(=O)OC)cc1	4
CCc1ccc(-c2nc(C)c(C(=O)Nc3ccc4[nH]c(=O)[nH]c4c3)s2)cc1	3
CN(Cc1ccc(Cl)cc1)S(=O)(=O)c1cn(C)c(=O)n(C)c1=O	5
CCOC(=O)CCNC(=O)c1ccc(Br)cc1Cl	-1
Cc1cc(C)cc(OCC(=O)Nc2ccc3oc(-c4ccncc4)nc3c2)c1	3
Cc1cc(C)n(-c2nc3ccccc3nc2Nc2ccc(F)cc2C)n1	-4
O=C1OC(c2ccccc2)(c2ccccc2)N2CCN(C(=O)NCc3ccc(F)cc3)CC12 (stereo not drawn)	6&-4
CCNC(=O)NC(=O)CN(C)Cc1cccc(C#N)c1	-6
COC(=O)C(C)N1C(=O)S/C(=C/c2cn(CC(N)=O)c3ccccc23)C1=O (stereo not drawn)	-19
CCOC(=O)C1=CN(c2ccc(F)cc2)C=C(C(=O)OCC)C1c1cccc(C(F)(F)F)c1	3
CCOC(=O)c1cc(NC(=O)OC)cc(C(=O)OCC)c1	0
COc1ccc(CNS(=O)(=O)c2ccc3c(c2)N(C)CCS3)cc1	6
COc1ccc(-c2ocnc2C(=O)Nc2c(C)cccc2C)cc1	10
CN(Cc1nc2scc(-c3ccc(F)cc3)c2c(=O)[nH]1)Cc1cccs1	10

(next part)
SMILES	LDHA block
O=C(Cn1nc(-c2ccc(F)cc2)ccc1=O)N1CCc2ccccc2C1	8
CC(C)CCNC(=S)Nc1cccc(C(F)(F)F)c1	-1
COC(=O)[C@]12CCCCC=C1N(CCC1=CCCCC1)C(=O)[C@H](CC(=O)N1CCN(C(=O)C3CC3)CC1)C2	3
O=C(NCCSCc1cccs1)C1CCC1	0
Cc1cc(-n2c(=O)c3sccc3n(CC(=O)NC3CCCCC3)c2=O)ccc1F	3
CC1Cc2cc(S(N)(=O)=O)ccc2N1CC(=O)Nc1cccc(Cl)c1Cl (stereo not drawn)	-3
CC(OC(=O)c1nn(C)c(=O)c2ccccc12)C(=O)N1CCCc2ccccc21 (stereo not drawn)	-7
N#Cc1cccnc1N1CCN(C(C(=O)NC2CCCC2)c2ccc(F)cc2)CC1 (stereo not drawn)	4
NC(=O)c1c(NC(=O)c2nn(-c3cccc(Cl)c3)ccc2=O)sc2c1CCCC2	4
O=C(Nc1cccc(S(=O)(=O)NC2CC2)c1)c1cccc2cccnc12	0
CC(C)(C)c1ccc(C(=O)N(c2ccc(Cl)cc2)C2C=CS(=O)(=O)C2)cc1 (stereo not drawn)	6
Cc1cccc(NC(NC(=O)c2cccc(C)c2)C(Cl)(Cl)Cl)c1 (stereo not drawn)	-3
N#Cc1nc(Nc2cc(F)cc(F)c2)c2ncn(CCCN3CCCC3)c2n1	2
CCc1ccc(S(=O)(=O)N2CCN(C(=O)c3cc(C)on3)CC2)cc1	9
CC(C)CCNC(=O)c1ccc(-c2ccccc2)s1	35
CN(C)S(=O)(=O)c1ccc(-c2nc(C#N)c(N3CCCC3)o2)cc1	10
Cc1ccc(C(=O)OCC(=O)N2CCc3ccccc32)cc1S(=O)(=O)N1CCCCC1	0
O/N=C/c1ccc[n+](C/C=C/c2ccccc2)c1	-5
O=[N+]([O-])c1ccc(F)c2ncccc12	21
CCCCNC(=O)C[C@@H]1C[C@@]2(C(=O)OCC)CCCC=C2N(Cc2ccccc2)C1=O	-3
Nc1c(C(=O)CSc2ccc3ccccc3n2)c(=O)[nH]c(=O)n1C1CC1	-7
CC(C)c1ccc(C(=O)O)s1	1
COC(=O)c1c(F)c(F)c(Oc2ccc(C(C)=O)cc2)c(F)c1F	1
Cc1cc(C(F)(F)F)c(C#N)c(SCc2cccnc2)n1	10
CCOC(=O)c1ccc(NC(=O)CS(=O)(=O)Cc2nc(-c3ccccc3C)oc2C)cc1	8
Cc1cc(C)c2nc(-c3ccc(N)cc3)cc(C(=O)O)c2c1	6
O=C(Nc1ccc(F)cc1)C(c1cccc(F)c1)N1CCN(CC(=O)N2CCCC2)CC1 (stereo not drawn)	-9
O=C(Nc1cccc(Cl)c1)N1CCN(Cc2nc3cc(C(=O)N4CCCCC4)ccc3o2)CC1	-2
N#Cc1ccccc1NC(=O)c1ccccc1Oc1ccccc1	5
CCN(CC)CCNC(=O)C(=O)Nc1cccc2ncccc12	2
COCCn1cc(C(=O)NCCc2ccccc2C)ccc1=O	3
Cc1ccc(C)c(NC(=O)CCl)c1	-2
O=C1CCCCC1Sc1nccn1-c1ccccc1 (stereo not drawn)	0
O=C1C/C(=C/c2c[nH]c3ccccc23)C(=O)N1c1ccccc1	-4
Cc1noc(C)c1COc1cccc(C(=O)N[C@@H](Cc2ccccc2)c2nc3ccccc3[nH]2)c1	-2
COc1ccc(NC(=O)c2cc(OC)c3cc(Cl)ccc3n2)cc1	-11
COc1cc(OC)c(C2=CCN(S(=O)(=O)N3CCCCC3C)CC2)c(OC)c1 (stereo not drawn)	9
CCC(CO)NC(=O)c1nc(-c2ccc3[nH]ccc3c2)no1 (stereo not drawn)	-2
COC(=O)[C@@H](CCSC)NC(=O)Nc1ccc(OC)c(Cl)c1	2
O=C(/C=C/c1cccc(C(F)(F)F)c1)c1cccc(N2CCCC2=O)c1	5
CCCNc1c(NC(=O)NCCCOCC)c(=O)oc2ccccc12	-2
Cc1noc2ncnc(N3CCCC(C(=O)NCc4ccc(F)cc4)C3)c12 (stereo not drawn)	1
CCCn1c(=O)[nH]c(=O)c2c1nc(-c1ccc(OC)c(C)c1)n2CCOC	3
COC(=O)c1ccc(NC(=O)CC2Sc3ccccc3NC2=O)cc1 (stereo not drawn)	14
COc1ccc2c(C)c(CC(=O)Nc3nnc(C)s3)c(=O)oc2c1OC	2
O=C(Nc1c(NC2CCCC2)c2ccccc2oc1=O)c1ccc(C(F)(F)F)cc1	12
O=C(/C=C/c1ccc(Cl)c(Cl)c1)c1ccc(OC(F)F)cc1OC(F)F	11
CC(C)CCC(=O)N1CCN(Cc2ccco2)CC1	4
CN(CC(=O)Nc1ccccc1SC(F)F)S(=O)(=O)c1ccc2ccccc2c1	13
COc1ccc(-c2nc3c(Cl)cc(C(F)(F)F)cn3c2Cc2cccc(Cl)c2)cc1OC	-1
O=C(CSc1nc(-c2ccco2)nc2ccccc12)N1CCCCCCC1	7
COc1ccc2c(CCNC(=O)c3ccccc3F)c[nH]c2c1	3
CCc1ccc(C(NC(=O)c2nn(C)c(=O)c3ccccc23)C(C)C)cc1 (stereo not drawn)	1
CCOc1cccc(C(=O)N(Cc2c(F)cccc2Cl)c2ccccn2)c1	-15
O=C(NCc1cccc(CNC(=O)Nc2ccccc2C(=O)NCCc2ccccc2)c1)Nc1ccccc1C(=O)NCCc1ccccc1	3
N#CC1=C(SCC(=O)Nc2ccc3ccccc3c2)NC(=O)CC1c1ccccc1F (stereo not drawn)	6
Cc1ccsc1CNC(=O)Cc1c(F)cccc1Cl	3
CCCc1nn2c(=O)cc(CSc3ccccc3NC(=O)c3ccco3)nc2s1	3
COC(=O)C[C@H]1CC[C@H](NC(=O)Nc2ccccc2)[C@@H](CO)O1	0
Cc1ccc(-c2nnc(CN3CCC(c4ccn[nH]4)CC3)o2)cc1	1

4 entries from above, with each value named.
N#Cc1cccnc1N1CCN(C(C(=O)NC2CCCC2)c2ccc(F)cc2)CC1 (stereo not drawn)
  LDHA block = 4
CCNC(=O)NC(=O)CN(C)Cc1cccc(C#N)c1
  LDHA block = -6
Cc1ccc(CN2CCC(CNC(=O)c3c(C)oc4ncnc(N5CCOCC5)c34)C2)cc1 (stereo not drawn)
  LDHA block = 4
CCCNc1c(NC(=O)NCCCOCC)c(=O)oc2ccccc12
  LDHA block = -2

Exported as comma-separated lines: part of the list above
molecule,LDHA block
O=C(NCc1cccc(CNC(=O)Nc2ccccc2C(=O)NCCc2ccccc2)c1)Nc1ccccc1C(=O)NCCc1ccccc1,3
COC(=O)c1ccc(NC(=O)CC2Sc3ccccc3NC2=O)cc1 (stereo not drawn),14

Additional structures:
SMILES	LDHA block
Cc1oc(-c2cccs2)nc1CC(=O)Nc1ccc(F)c(F)c1	9
CCC(C)(CNC(=O)c1cc(=O)c2ccccc2o1)N1CCOCC1 (stereo not drawn)	5
CSc1ccc(/C=C2/N=C(c3cccc4ccccc34)OC2=O)cc1	3
CC(C)CCOc1ccc(/C(CCC/C(=N\O)c2ccc(OCCC(C)C)cc2)=N/O)cc1	16
CCC(=O)Nc1cc(C)c(O)c(-c2nc3ccccc3o2)c1	0
CCc1ccc(CNC(=O)c2nccnc2N)s1	0

Structures shown so far that have two or more sulfur atoms (six):
SMILES	LDHA block
CCN(CC)C(CNS(=O)(=O)c1cccs1)c1ccsc1 (stereo not drawn)	-5
COc1ccc(CNS(=O)(=O)c2ccc3c(c2)N(C)CCS3)cc1	6
CN(Cc1nc2scc(-c3ccc(F)cc3)c2c(=O)[nH]1)Cc1cccs1	10
O=C(NCCSCc1cccs1)C1CCC1	0
CN(CC(=O)Nc1ccccc1SC(F)F)S(=O)(=O)c1ccc2ccccc2c1	13
CCCc1nn2c(=O)cc(CSc3ccccc3NC(=O)c3ccco3)nc2s1	3
